# Compound activity deposited in PubChem BioAssay by several laboratories.
# KOR beta-arrestin-1 = KOR antagonists, beta-arrestin recruitment, cell-based, luminescence, uHTS (AID 1778). one-dose inhibition, % at 10 µM; IC50 in µM for titrated hits. KOR beta-arrestin recruitment, luminescence, antagonist mode; higher % means a stronger effect. hit rate 0.091% among 290,000; in the data active = inhibition above about 50%; note: strong numbers were not always called active
# KOR beta-arrestin-2 = kappa opioid receptor activators – cell-based, luminescence, uHTS, primary screen (AID 1777); activation, % at 10 µM; hits with a dose series show EC50 in µM; KOR beta-arrestin recruitment, luminescence; higher % means a stronger effect; hit rate 0.02% among 280,000; in the data active = activation above about 50%, passing the limit was not always enough; note: a part of the inactive calls stands beside numbers as strong as those of hits
# NTR1 ag = NTR1-driven beta-arrestin-GFP spot formation – imaging, U2OS cells, high content, primary screen (AID 493036); P30989; agonist mode; activation, % at 20 µM; hit rate 0.17% among 330,000;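 active = activation at or above 40% of the spot to cytoplasm intensity ratio, with at least 20 cells analyzed; inconclusive = wells under 20 cells, flagged as cytotoxic or low count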;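 note: 0% = DMSO without peptide and 100% = 100 nM NTR1 peptide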
# Target sequence (P30989 whole entry, looked up): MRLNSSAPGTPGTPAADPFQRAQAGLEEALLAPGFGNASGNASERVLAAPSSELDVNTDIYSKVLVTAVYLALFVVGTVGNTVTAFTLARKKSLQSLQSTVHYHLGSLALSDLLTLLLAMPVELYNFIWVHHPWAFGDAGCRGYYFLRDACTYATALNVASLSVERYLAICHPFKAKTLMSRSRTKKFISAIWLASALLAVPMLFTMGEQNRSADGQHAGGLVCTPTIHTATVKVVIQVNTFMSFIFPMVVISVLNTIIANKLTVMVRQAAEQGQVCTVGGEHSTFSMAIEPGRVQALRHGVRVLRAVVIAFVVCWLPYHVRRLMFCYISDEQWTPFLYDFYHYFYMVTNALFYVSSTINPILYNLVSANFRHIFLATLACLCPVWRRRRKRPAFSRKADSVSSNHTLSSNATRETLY
# MgcRacGAP inhibition = MgcRacGAP GTPase-activating activity inhibitors, confirmation, biochemical, ADP Hunter fluorescence. hit rate 0.6% among 340,000. inhibition, % at 30 µM, or IC50 in µM where a hit was titrated. MgcRacGAP-stimulated Rac1 GTP hydrolysis, ADP Hunter fluorescence; higher % means a stronger effect; GST-tagged Rac1 F28L mutant substrate;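 active = first-screen hits whose inhibition reached a set limit at any dose in the follow-up dose series; inconclusive = inhibition above the set first-screen limit but never retested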;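 note: fluorescence reports GDP produced by GAP-driven GTP hydrolysis; strong numbers were not always called active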
# NOD1 inhibition = NOD1 signaling inhibitors, primary screen, cell-based, luminescence, uHTS (AID 1578); hit rate 1% among 290,000; NOD1-driven NF-kB luciferase reporter cells, luminescence; higher % means a stronger effect; one-dose inhibition, % at 4 µM; EC50 in µM for titrated hits; in the data active = inhibition mostly above about 36%, no sharp cut-off; inactive = mostly below about 34%;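 note: HEK-293T reporter cells stimulated with the NOD1 agonist gamma-tri-DAP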
# GPR55 activation = GPR55 agonists via beta-arrestin recruitment, primary screen, imaging, U2OS cells, beta-arrestin-GFP redistribution (AID 1961). hit rate 0.048% among 290,000. U2OS GPR55 beta-arrestin-GFP redistribution imaging; higher % means a stronger effect. activation, % at 10 µM; hits with a dose series show EC50 in µM;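 active = activation above 40% with more than 50 cells counted in the well; inconclusive = wells holding fewer than 50 cells, flagged as toxic or sparse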;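 note: U2OS osteosarcoma cells stably expressing GPR55 and beta-arrestin-GFP; plate controls were DMSO negative control for no effect and LPI positive control for full effect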
# GPR35 antagonists = inhibition of zaprinast-stimulated GPR35 beta-arrestin translocation – imaging, U2OS, beta-arrestin-GFP, zaprinast agonist, primary screen (AID 2058); U2OS GPR35 beta-arrestin-GFP translocation imaging, zaprinast antagonism; higher % means a stronger effect; inhibition, % at 10 µM; hits with a dose series show IC50 in µM; hit rate 0.052% among 290,000;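 active = inhibition of at least 50% with at least 30 cells and total cytoplasm GFP at most 10,000,000; inconclusive = under 30 cells or total GFP of 10,000,000 plus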
# GPR55 antagonists = inhibition of LPI-stimulated GPR55 beta-arrestin translocation – imaging, U2OS, beta-arrestin-GFP, LPI agonist, primary screen (AID 2013). hit rate 0.13% among 290,000. inhibition, % at 10 µM, or IC50 in µM where a hit was titrated. U2OS GPR55 beta-arrestin-GFP translocation imaging, LPI antagonism; higher % means a stronger effect;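 active = spots per cell inhibited over 60%, with over 100 cells counted and total cytoplasm intensity under 500,000; inconclusive = wells with under 100 cells, flagged as likely toxic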;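 note: U2OS cells stably carrying GPR55 and arrestin-GFP stimulated by 5 µM LPI near EC80; imaged beta-arrestin-GFP aggregate spots per cell after agonist stimulation; plate controls were LPI-stimulated DMSO wells for no effect and DMSO wells without LPI for full effect; some results filed as inactive read as strong as hits; confirmed hits need IC50 under 10 µM and bright autofluorescent wells are also inconclusive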
# K1F lysis inhibition = inhibition of K1F phage lysis, E. coli UTI89, bacterial capsule biogenesis inhibitors, alamar blue (AID 488966); E. coli UTI89 K1F phage lysis, alamar blue, 2 h; higher % means a stronger effect; inhibition, % at 100 µM; hits with a dose series show IC50 in µM; hit rate 0.02% among 340,000;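 active = phage lysis inhibition, versus mean bacterial control, above a set limit; inconclusive = no clear call, values can overlap the other calls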;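 note: capsule biogenesis inhibitors block K1F phage lysis so surviving cells raise fluorescence; higher fluorescence means more inhibition of phage lysis; actives were called in the ten point dose series up to 300 µM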
# NTR1 ag cell count 20 µM = second read-out of NTR1 ag, no call of its own (marks repeat the call); cell count; measured here: cell count, cytotoxicity flag
# Numbers without * were called inactive; i = inactive; ? = inconclusive; nt = not tested or not shown; [ ] = another dose, or the depositor's remark. A portion of the library; rates above refer to the full screens.
SMILES,KOR beta-arrestin-1,KOR beta-arrestin-2,NTR1 ag,NTR1 ag cell count 20 µM,MgcRacGAP inhibition,NOD1 inhibition,GPR55 activation,GPR35 antagonists,GPR55 antagonists,K1F lysis inhibition
COc1cc(C2SCC(=O)N2Cc2ccccc2)cc(OC)c1OC (stereo not given),13%,4.2%,-0.5,92,-1%,-8%,0.4%,6%,3%,1.0%[50 µM]
Cn1c(N)c(C(=O)COC(=O)C2=NNC(=O)CC2)c(=O)n(C)c1=O,0%,2.7%,0.2,63,5%,-5%,-0.1%,9%,18%,0.1%
Cc1cc(C(=O)NP(=O)(N2CC(C)OC(C)C2)N2CC(C)OC(C)C2)c(C)n1C1CC1 (stereo not given),-38%,-2.3%,-1.0,35,-3%,-23%,0.3%,12%,8%,1.2%
Cc1ccc(-c2nc(CS(=O)CC(=O)NCCN3CCCCC3C)c(C)o2)cc1 (stereo not given),-11%,-4.0%,-0.3,70,-12%,-19%,0.1%,1%,-4%,-0.2%
CC(/C=N/N1CCN(Cc2ccccc2)CC1)=C\c1ccccc1,-10%,4.5%,1.4,45,-5%,-24%,-0.2%,-2%,6%,i
CSc1nnc(-c2cccn(Cc3cccc(Cl)c3)c2=O)o1,-16%,-1.9%,-1.3,61,-1%,-30%,0.0%,6%,6%,0.2%
CC(=O)Nc1ccc(S(=O)(=O)NNC(=O)COc2cc(C)ccc2C(C)C)cc1,-56%,4.3%,0.1,56,7%,-12%,-0.2%,-2%,-4%,0.0%
CC1(C(=O)N(CC(=O)NC2CCCC2)Cc2ccc(Cl)cc2)CC(=O)N=C2C=CC=CN21 (stereo not given),19%,3.4%,-1.3,48,4%,-23%,0.5%,-2%,16%,0.0%
CC1CC2(NC(=O)NC2=O)C(C)CN1C (stereo not given),-30%,-2.7%,0.1,32,6%,-7%,0.5%,-6%,-11%,6.0%
Cc1nc(N2CCCCCC2)c2ccccc2n1,-40%[20 µM],-2.4%,3.0,60,9%,15%,-0.1%,8%,-2%,0.6%
CCOC(=O)C1=C(C)N=C2SC(C(=O)OC)=CC(=O)N2C1c1cc(OC)c(OC)c(OC)c1 (stereo not given),35%,1.9%,3.7,79,7%,-7%,0.7%,?,0%,1.9%[50 µM]
COCCCNC(=O)CN(Cc1ccccc1)S(=O)(=O)c1ccccc1,-35%[20 µM],-2.1%,0.7,64,-9%,-17%,0.1%,-11%,2%,-0.1%
COC(=O)N/N=C/c1c[nH]c2ccccc12,-4%,-3.1%,-0.3,45,7%,-36%,-0.3%,0%,14%,0.8%
OC1CCC(Nc2ncnc3sccc23)CC1 (stereo not given),-11%,-1.0%,-1.8,35,2%,-10%,0.3%,2%,-7%,-0.3%
O=C(N/N=C/C=C\c1ccco1)c1cccs1,-14%,3.1%,0.9,87,nt,-48%,0.0%,-10%,8%,nt
O=C1N=c2ccccc2=C1c1sc(=S)n(Cc2ccccc2Cl)c1O,-5%,6.3%,1.2,51,14%,-8%,-0.2%,-2%,11%,8.7%
CC(=O)C1=C(O)C(=O)N(Cc2cccnc2)C1c1ccc(Cl)cc1 (stereo not given),-20%,1.6%,1.7,43,-3%,-28%,0.1%,-3%,-2%,6.5%
COC(=O)CNc1c(-c2ccccn2)nc2ccc(Br)cn12,-8%,-3.7%,-0.9,88,16%,-38%,0.2%,-10%,7%,3.5%
COc1ccc(OC)c(NC(=O)CN2C(=O)NC3(CCOc4ccccc43)C2=O)c1 (stereo not given),6%,3.6%,-0.8,64,9%,-10%,-0.1%,3%,3%,3.2%
COc1ccc(CCNc2nc(-c3cccc(NC(C)=O)c3)cs2)cc1OC,-77%[20 µM],-1.9%,2.8,38,24%,-20%,-0.1%,-8%,1%,1.9%
COc1ccc(NS(=O)(=O)c2cc(NC(=O)/C=C/c3ccccc3OC)ccc2N2CCCCC2)cc1,-40%,1.2%,2.9,81,8%,8%,0.2%,0%,8%,1.9%[50 µM]
COCCn1c(=S)[nH]c2cc(C(=O)N3CCC(C(N)=O)(N4CCCCC4)CC3)ccc2c1=O,6%,-1.6%,-0.7,92,0%,11%,-0.1%,-13%,1%,10%
CC(C)NC(=O)COc1coc(CN2CCN(c3ccccc3F)CC2)cc1=O,-28%,-4.5%,-0.5,63,8%,0%,-0.1%,-2%,-8%,0.4%
CC(=O)N/C(=N/c1nc(C)cc(C)n1)Nc1ccc(C)cc1Cl,-14%,4.5%,4.4,108,nt,4%,0.5%,-3%,-3%,-0.3%
CCCc1nnc(NC(=O)CCC(=O)N2CCN(C3CCCC3)CC2)s1,-9%,-1.9%,0.2,65,-1%,-2%,-0.2%,2%,2%,0.3%
Cc1ccccc1CN1[C@@H]2c3ccccc3C[C@@H]2OCCS1(=O)=O,-15%[20 µM],-2.2%,-0.6,95,0%,-9%,0.2%,1%,4%,-0.6%
CCC(C(=O)NC1CCCCC1)N(Cc1cccs1)C(=O)CCC(=O)Nc1cc(C)on1 (stereo not given),-80%,4.9%,1.5,44,4%,-2%,0.5%,2%,14%,-0.2%
Nc1ccc(Oc2ccc([N+](=O)[O-])cc2[N+](=O)[O-])cc1,-8%,0.5%,1.6,44,17%,3%,0.0%,22%,-1%,0.4%
COc1ccc(OC)c(C2=NOC(C(=O)Nc3cc(C)nn3-c3ccccc3)C2)c1 (stereo not given),-16%,-0.7%,1.4,49,2%,-7%,-0.1%,1%,-3%,2.0%
O=C(N=C1SC2CS(=O)(=O)CC2N1c1ccc(F)cc1)C1CC1 (stereo not given),-51%,-0.1%,0.8,73,-5%,-11%,0.1%,8%,7%,-0.2%
Cc1ccc2nc(COc3ccc(Cl)cc3)cc(=O)n2c1,7%,-3.6%,-0.3,41,4%,-63%,-0.4%,-11%,4%,-0.3%
COc1ccccc1-c1cc(C(=O)N2CCN(S(=O)(=O)c3ccc(C)cc3)CC2)[nH]n1,13%[20 µM],-9.6%,-2.8,70,-2%,-12%,-0.3%,4%,1%,-3.4%
CSc1nsc(SCC(=O)Nc2cccc(C(C)=O)c2)n1,22%,-2.6%,1.0,74,5%,-2%,0.0%,2%,8%,0.1%
N=c1c2c3c(sc2ncn1N)CCCC3,-13%[20 µM],0.2%,-0.4,34,-18%,-21%,-0.1%,7%,5%,-0.3%
COC(=O)c1[nH]c(C)c(/C(O)=C2\C(=O)C(=O)N(CCN(C)C)C2c2ccco2)c1C (stereo not given),-33%,2.1%,0.7,67,6%,-36%,-0.3%,-4%,0%,-1.2%
COc1ccc(C)cc1NC(=O)C1CCCN(S(=O)(=O)c2ccc3[nH]c(=O)ccc3c2)C1 (stereo not given),-11%,-4.8%,1.6,67,11%,0%,-0.2%,5%,-12%,0.2%
OC(CN1CCCC(C(F)(F)F)C1)c1ccccc1 (stereo not given),-10%,2.5%,1.2,57,3%,-27%,-0.2%,1%,7%,0.1%
CC1=NN(C(N)=S)C(=O)C1N=Nc1ccc(C)c(Br)c1 (stereo not given),19%,-26%,2.9,68,11%,6%,0.3%,-8%,4%,0.0%
CS(=O)(=O)c1nc2ccccc2n1Cc1ccccc1,27%,-3.5%,1.3,69,5%,14%,0.0%,18%,2%,1.2%
COC(=O)Cn1nnc(-c2cccc(OC)c2)n1,11%,-3.3%,-0.7,41,3%,-7%,-0.1%,6%,10%,1.7%
CC1CCN(C(=O)c2cc(-c3ccc4c(c3)OCO4)on2)CC1,5%,-1.5%,0.1,57,3%,-51%,0.1%,2%,1%,-0.1%
COc1ccc(NC(=O)CCC(=O)Nc2nnc(C(C)C)s2)cc1Cl,-38%,3.7%,-0.5,84,-11%,33%,-0.1%,18%,-13%,0.1%
COc1cc(CNn2cn[nH]c2=S)ccc1OCC(=O)NC(C)(C)C,-56%[20 µM],-2.8%,-0.4,68,-18%,-3%,-0.1%,6%,-6%,-1.2%

# Entries listed so far that have an NH in an aromatic ring (6):
SMILES,KOR beta-arrestin-1,KOR beta-arrestin-2,NTR1 ag,NTR1 ag cell count 20 µM,MgcRacGAP inhibition,NOD1 inhibition,GPR55 activation,GPR35 antagonists,GPR55 antagonists,K1F lysis inhibition
COC(=O)N/N=C/c1c[nH]c2ccccc12,-4%,-3.1%,-0.3,45,7%,-36%,-0.3%,0%,14%,0.8%
COCCn1c(=S)[nH]c2cc(C(=O)N3CCC(C(N)=O)(N4CCCCC4)CC3)ccc2c1=O,6%,-1.6%,-0.7,92,0%,11%,-0.1%,-13%,1%,10%
COc1ccccc1-c1cc(C(=O)N2CCN(S(=O)(=O)c3ccc(C)cc3)CC2)[nH]n1,13%[20 µM],-9.6%,-2.8,70,-2%,-12%,-0.3%,4%,1%,-3.4%
COC(=O)c1[nH]c(C)c(/C(O)=C2\C(=O)C(=O)N(CCN(C)C)C2c2ccco2)c1C (stereo not given),-33%,2.1%,0.7,67,6%,-36%,-0.3%,-4%,0%,-1.2%
COc1ccc(C)cc1NC(=O)C1CCCN(S(=O)(=O)c2ccc3[nH]c(=O)ccc3c2)C1 (stereo not given),-11%,-4.8%,1.6,67,11%,0%,-0.2%,5%,-12%,0.2%
COc1cc(CNn2cn[nH]c2=S)ccc1OCC(=O)NC(C)(C)C,-56%[20 µM],-2.8%,-0.4,68,-18%,-3%,-0.1%,6%,-6%,-1.2%
